KOR beta-arrestin-1 – kappa opioid receptor activators – cell-based, luminescence, uHTS, primary screen (AID 1777). KOR beta-arrestin recruitment, luminescence; higher % means a stronger effect. activation, % at 10 µM; hits with a dose series show EC50 in µM. 0.02% of 280,000 active; in the data active means activation above about 50%, passing the limit was not always enough; further: a part of the inactive calls stands beside numbers as strong as those of hits
AID2073 – disruptors of CaV2.2 binding to Mint1 – biochemical, HTRF (AID 2073). HTRF protein-protein interaction, Mint1-CaV2.2; higher % means a stronger effect. one-dose inhibition, % at 20 µM; IC50 in µM for titrated hits. 0.19% of 290,000 active; in the data active means inhibition mostly above about 51%, no sharp cut-off; further: some results filed as inactive read as strong as hits
M1AAP inhibition – malaria alanyl aminopeptidase activity blockers – biochemical, fluorogenic H-Leu-NHMec substrate, 1536-well (AID 1445). recombinant M1AAP, H-Leu-NHMec fluorogenic kinetic assay; higher % means a stronger effect. inhibition, % at 30 µM, or IC50 in µM where a hit was titrated. 0.42% of 220,000 active;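 active means primary inhibition above the hit cutoff, then over 50% inhibition at one or more dose response concentrations, cut at about 23% in these data, passing the limit was not always enough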;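 further: plate controls were DMSO full reaction for no effect and no enzyme background for full effect; strong numbers were not always called active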
Dynein cargo inh – dynein cargo transport inhibition | 3617.4 mouse cells, GR-EGFP nuclear translocation imaging; test concentration mostly 20 µM; stimulated with dexamethasone, 1 µM; hits give low values | z-score, hits read low | 0.47% of 220,000 active | AID 1381;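 active means plate z-score of nuclear minus cytoplasmic receptor signal below a set negative limit, without overly bright fluorescence or cell loss, cut at about -3.5 in these data, passing the limit was not always enough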;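 further: z-score of nuclear minus cytoplasmic ring GR-EGFP intensity difference per well; some compounds called inactive have numbers as strong as hits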
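Also added – dexamethasone, 1.0 µM final · Buffer or medium – tet-free, stripped-serum medium · Schedule – induction 48 h, compound 1 h, agonist 30 min · Detection – formaldehyde fixation, Hoechst nuclear stain, 10x automated fluorescence imaging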
GPR55 beta-arrestin – GPR55 agonists via beta-arrestin recruitment, primary screen, imaging, U2OS cells, beta-arrestin-GFP redistribution (AID 1961); U2OS GPR55 beta-arrestin-GFP redistribution imaging; higher % means a stronger effect; activation, % at 10 µM, or EC50 in µM where a hit was titrated; 0.048% of 290,000 active;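 active means activation above 40% with more than 50 cells counted in the well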;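 further: U2OS osteosarcoma cells stably expressing GPR55 and beta-arrestin-GFP; plate controls were DMSO negative control for no effect and LPI positive control for full effect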
NOD2 inhibition – inhibition of NOD2-driven NF-kB reporter – cell-based, luminescence, uHTS, HEK293 (AID 1566) | HEK293 NOD2/NF-kB luciferase reporter, luminescence; higher % means a stronger effect | 0.63% of 290,000 active | inhibition, % at 4 µM, or EC50 in µM where a hit was titrated; further: many of its hits are not listed in these tables
P. falciparum M17LAP – P. falciparum M17LAP inhibitors, primary screen, biochemical, fluorogenic H-Leu-NHMec substrate, 1536-well (AID 1619). recombinant M17LAP, H-Leu-NHMec fluorogenic kinetic assay; higher % means a stronger effect. inhibition, % at 30 µM; hits with a dose series show IC50 in µM. 0.38% of 220,000 active;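 active means compound inhibiting the enzyme by more than half at any dose during confirmatory dose-response retesting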;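 further: plate controls were full reaction with DMSO carrier for no effect and no enzyme background for full effect; strong numbers were not always called active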
KOR beta-arrestin-2 – KOR antagonists, beta-arrestin recruitment, cell-based, luminescence, uHTS (AID 1778) | 0.091% of 290,000 active | one-dose inhibition, % at 10 µM; IC50 in µM for titrated hits | KOR beta-arrestin recruitment, luminescence, antagonist mode; higher % means a stronger effect; further: strong numbers were not always called active
NOD1 inhibition – NOD1 signaling inhibitors, primary screen, cell-based, luminescence, uHTS (AID 1578); inhibition, % at 4 µM; hits with a dose series show EC50 in µM; NOD1-driven NF-kB luciferase reporter cells, luminescence; higher % means a stronger effect; 1% of 290,000 active; in the data active means inhibition mostly above about 36%, no sharp cut-off; inactive means mostly below about 34%;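 further: HEK-293T reporter cells stimulated with the NOD1 agonist gamma-tri-DAP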
Dynein cargo inh cytoplasmic EGFP – further read-out of Dynein cargo inh, marked with its call; z-score; measured here: cytoplasmic GR-EGFP intensity; hits give high values
Dynein cargo inh nuclear GR-EGFP – further read-out of Dynein cargo inh, marked with its call; z-score; measured here: nuclear GR-EGFP intensity;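 lower value marks the stronger effect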
Dynein cargo inh cell count – recorded beside Dynein cargo inh, whose call it bears; z-score; measured here: cell count per field
Starred values were filed as active, the others as inactive; · = not tested or not shown; [ ] = dose if it differs, or a comment. Unless noted, no stated cut-off is given here; in the data, active means inhibition above about 50%; inactive means the rest. An excerpt. The share of hits here may be higher or lower than overall.

SMILES	KOR beta-arrestin-1	AID2073	M1AAP inhibition	Dynein cargo inh	Dynein cargo inh cytoplasmic EGFP	Dynein cargo inh nuclear GR-EGFP	Dynein cargo inh cell count	GPR55 beta-arrestin	NOD2 inhibition	P. falciparum M17LAP	KOR beta-arrestin-2	NOD1 inhibition
CCOc1cc(/C=N/Nc2ccccc2Cl)ccc1OCC(=O)O	-2.5%	4%	0%	-0.22	-0.24	-0.17	0.079	0.6%	15%	39%	6%	-10%
COc1ccc(OCC(=O)Nc2ccc3oc(-c4ccncc4)nc3c2)cc1	·	-24%	3%	0.44	-0.061	0.39	-2.2	-0.1%	-2%	15%	-2%[20 µM]	-20%
Cc1ccc(Oc2ccc(NC(=O)CCC(=O)OCC(=O)c3cccs3)cc2)cc1C	0.7%	6%	5%	0.48	-0.24	0.019	0.49	0.3%	-10%	12%	-2%	-12%
CCCN(CCC)c1nc(N)nc(-c2cc(Cl)ccc2OC)n1	-2.9%	5%	-4%	-0.6	-0.18	-0.085	0.18	-0.4%	-7%	10%	18%	-23%
CCOc1ccc(S(=O)(=O)NCc2ccc(C)cc2)c2cccnc12	7.0%	-1%	5%	-0.26	-0.23	0.47	0.84	0.1%	4%	-16%	-54%	44%
Cc1ccccc1CN1CCN(CC2CC3C=CC2C3)CC1 (stereo not drawn)	3.1%	-2%	3%	-0.52	0.57	0.11	-0.29	0.3%	-24%	5%	-16%	-3%
CCOc1ccc(CN(C)C(=O)NNC(=O)c2ccc(C)cc2)cc1OC	5.2%	4%	·	·	·	·	·	-0.2%	-21%	·	-54%	-8%
CCOC(=O)c1c(CN(CC)CC)n(-c2ccccc2)c2ccc(O)cc12	4.9%	1%	·	·	·	·	·	0.0%	-23%	·	-12%	-11%
Nc1c(-c2ccccc2)cnc2cc(-c3ccccc3)nn12	-2.5%	5%	3%	-0.043	-0.31	-0.055	-0.21	-0.2%	-154%	3%	-12%	-43%
COc1ccc(N2CCN(C(=O)NCc3cccc(OC)c3)CC2)cc1	-0.7%	-9%	·	·	·	·	·	-0.1%	16%	·	17%	-17%
Cc1cccc(NC(=S)NCCC(C)C)c1	2.4%	-1%	10%	0.78	-0.22	0.41	-0.54	-0.2%	-23%	10%	·	69%*
Cc1ccc(Cl)cc1NS(=O)(=O)N1CCOCC1	2.1%	11%	·	·	·	·	·	0.4%	1%	·	13%	-26%
COc1ccc(NS(=O)(=O)c2cc(NC(=O)C3CC3)ccc2N2CCOCC2)cc1	-2.9%	2%	12%	-1.1	-0.23	-0.45	-0.039	-0.5%	9%	6%	-8%	-30%
Cc1cnc(CN2CCCC(C(=O)c3ccc4c5c(cccc35)CC4)C2)[nH]1 (stereo not drawn)	0.3%	-8%	0%	1.3	-0.17	-0.11	-0.29	0.3%	5%	-30%	-73%[20 µM]	-14%
O=C(CSc1nc2ccccc2c(=O)n1Cc1ccco1)N1CCN(c2ccccc2)CC1	3.4%	-16%	-2%	0.12	-0.13	0.28	-0.17	0.8%	-7%	4%	10%	-11%
O=c1cnnc(Nc2ccc(F)cc2)[nH]1	1.0%	-6%	4%	0.021	-0.36	-0.12	-0.53	0.4%	1%	2%	-2%	-29%
Cc1c(CCC(=O)N[C@@H](C)C(=O)O)c(=O)oc2cc3oc4c(c3cc12)CCCC4	3.3%	21%	·	·	·	·	·	-0.2%	29%	·	-4%	6%
O=C(NC(c1ccccc1)C(Cl)Cl)c1ccccc1 (stereo not drawn)	2.9%	3%	2%	-0.66	-0.25	-0.47	0.18	0.7%	8%	-8%	11%	-2%
COc1ccc(S(=O)(=O)N2CCC(N3CCN(c4ccccc4OC)CC3)CC2)cc1	0.2%	0%	4%	0.026	-0.16	0.073	-0.19	-0.3%	-3%	-3%	-8%	-8%
Cc1nn2c(-c3ccc(Cl)cc3)ccnc2c1-c1ccccc1	1.4%	5%	5%	-0.68	0.18	-0.3	1.4	-0.2%	-25%	5%	5%	-28%
O=C(c1cccc(C(F)(F)F)c1)C1CCCN(Cc2cccc(OCCO)c2)C1 (stereo not drawn)	1.6%	2%	-2%	1.3	0.46	0.98	-1.5	-0.3%	-17%	-2%	0%	-36%
C/C(=N\NC(=O)c1cc(C(C)C)[nH]n1)c1ccco1	-2.7%	3%	-1%	-0.25	-0.31	-0.38	0.87	0.5%	-26%	-4%	-19%	40%
CCC(C)[C@H](NC(=O)N1CCC(C)CC1)C(=O)OC (stereo partly drawn)	2.9%	-3%	12%	0.24	-0.23	0.066	0.057	-0.1%	7%	-1%	20%	-2%
O=C(Nc1ccccc1F)C1CC1c1ccccc1 (stereo not drawn)	5.8%	5%	-9%	-0.21	-0.25	-0.025	5.3	-0.1%	-3%	2%	1%	-21%
CCNC(=S)Nc1ccc(N(c2ccccc2)C(C)C)cc1	-0.1%	-24%	-6%	-1	-0.14	-0.19	1	0.0%	16%	17%	-6%	-10%

Continued:
SMILES	KOR beta-arrestin-1	AID2073	M1AAP inhibition	Dynein cargo inh	Dynein cargo inh cytoplasmic EGFP	Dynein cargo inh nuclear GR-EGFP	Dynein cargo inh cell count	GPR55 beta-arrestin	NOD2 inhibition	P. falciparum M17LAP	KOR beta-arrestin-2	NOD1 inhibition
CN1C(C(=O)Nc2ccc(OC(F)(F)F)cc2)=CC(c2ccco2)=NS1(=O)=O	3.8%	-7%	·	·	·	·	·	0.3%	8%	·	-29%	-7%
Cn1cc(Br)c(C(=O)NC(=S)Nc2ccc(S(N)(=O)=O)cc2)n1	-5.2%	3%	2%	2.8	-0.28	0.36	-0.58	0.2%	12%	40%	8%	-16%
Cc1cccc(NC(=O)CSc2nc3c(oc4ccccc43)c(=O)n2-c2ccccc2)c1	-1.4%	35%	-2%	-0.52	-0.18	-0.46	0.095	1.0%	10%	-2%	44%	-11%
COc1ccc(/C=C2/SC(=S)NC2=O)cc1OCc1ccccc1	1.6%	3%	·	·	·	·	·	-0.1%	21%	·	-19%	61%
CC(C)[C@H](NS(=O)(=O)c1ccc2c(c1)OCCO2)C(=O)OCC(=O)Nc1ccccc1	3.6%	2%	14%	0.041	-0.29	0.1	1.2	-0.2%	-6%	8%	13%	-24%
CNC(=O)NC1CCCCc2sccc21 (stereo not drawn)	-6.4%	9%	0%	-0.042	-0.22	0.17	0.5	-0.2%	13%	-2%	8%	3%
Cc1ccccc1C1NC(c2ccccc2C)C(C)C(=O)C1C (stereo not drawn)	-1.2%	-8%	·	·	·	·	·	-0.1%	6%	·	-20%	0%
O=C(C1CCCN(S(=O)(=O)c2cccnc2)C1)N1CCN(c2ccccn2)CC1 (stereo not drawn)	1.5%	29%	4%	-0.36	-0.24	0.044	0.5	-0.1%	-4%	1%	2%	-24%
C/C(N)=C(/C#N)C(=O)COC(=O)Cc1coc2cc(C)ccc12	-4.7%	4%	4%	0.13	-0.25	-0.031	0.37	-0.2%	3%	12%	31%	-29%
CN(C)C(CNC(=O)CCOc1ccccc1)c1ccco1 (stereo not drawn)	-4.6%	30%	7%	-0.26	-0.34	0.29	-0.039	0.1%	15%	2%	0%	-19%
CCOC(=O)c1[nH]c2cc3c(cc2c1NC(=O)CN1CC(C)CC(C)C1)OCO3 (stereo not drawn)	7.2%	12%	2%	-0.45	-0.31	-0.84	0.28	0.0%	13%	-15%	7%	-4%
Cc1nn(-c2cc(Cl)ccc2N)c(=O)c2ccccc12	-3.7%	-1%	18%	-0.74	-0.32	-0.36	0.8	-0.3%	7%	7%	-8%	-9%
COC(=O)c1ccccc1N(C)C(=O)C12CCC(C)(C(=O)O1)C2(C)C (stereo not drawn)	-1.5%	6%	-1%	0.64	-0.26	0.44	0.45	-0.1%	15%	0%	3%	-20%
CCn1cc(C(=O)N[C@H](C(=O)NCCCO)C(C)C)c(=O)c2cc3c(cc21)OCO3	2.7%	-4%	·	·	·	·	·	-0.1%	28%	·	-10%	-1%
Cc1ccc(NC(=S)N(CCCN2CCC(C)CC2)Cc2ccco2)cc1C	1.8%	-16%	-6%	1.9	-0.32	1.1	-1.4	0.3%	14%	-6%	-2%	-7%
Cc1ccc(NC(=O)C2=C(O)c3ccccc3N(C)S2(=O)=O)cc1	0.1%	-21%	7%	·	·	·	·	-0.3%	-2%	-11%	0%	-4%
Cc1nc(Nc2cccc(O)c2)c2c3c(sc2n1)CCC3	2.5%	21%	7%	-0.45	-0.0029	0.56	-0.49	-1.5%	9%	-7%	10%	-5%
Cc1ccc(OCc2cc(C(=O)N(C)CCc3ccccc3)no2)cc1C	3.9%	2%	·	·	·	·	·	0.0%	-28%	·	-24%	-72%
COCCNc1nnc(SCC(=O)N2CCN(S(=O)(=O)c3ccccc3)CC2)s1	-2.4%	-9%	3%	-0.76	-0.16	-0.079	-0.065	0.0%	-4%	-10%	12%	-6%
Cc1cc(C)c(C)c(OCC(=O)O/N=C(\N)c2cccnc2)c1	6.8%	-2%	-4%	1.4	-0.23	0.94	-1.1	-0.2%	15%	-6%	·	-7%
Cc1ccc(N2C(=O)CSC23C(=O)Nc2ccccc23)cc1 (stereo not drawn)	0.0%	-5%	0%	-0.098	1	-0.07	-0.092	-0.1%	-5%	31%	4%	-42%
COc1ccc(CN2CCC(CO)(Cc3cccc(C(F)(F)F)c3)CC2)cc1Cn1cccn1	2.8%	4%	5%	-1.4	0.044	-0.43	0.48	-0.1%	17%	0%	-22%	-37%
Cc1[nH]c2ccccc2c1CN1CCc2ccccc2C1	-3.6%	-4%	0%	-3.8*	2.7*	-1.6*	0.51*	-0.1%	21%	0%	-47%	27%
COc1ccc(CN=C2NC(=O)CC(C(=O)Nc3ccccc3C)S2)cc1 (stereo not drawn)	-2.0%	-6%	1%	-0.21	-0.081	-0.16	-0.25	0.4%	18%	7%	25%	-3%
Cc1nc(/C(N)=N/OC(=O)c2ccccc2Cl)c(C(F)(F)F)o1	3.5%	2%	2%	1.2	-0.28	0.54	-0.77	-0.1%	-42%	1%	11%	-15%

In the list so far, these contain a COOH group:
SMILES	KOR beta-arrestin-1	AID2073	M1AAP inhibition	Dynein cargo inh	Dynein cargo inh cytoplasmic EGFP	Dynein cargo inh nuclear GR-EGFP	Dynein cargo inh cell count	GPR55 beta-arrestin	NOD2 inhibition	P. falciparum M17LAP	KOR beta-arrestin-2	NOD1 inhibition
CCOc1cc(/C=N/Nc2ccccc2Cl)ccc1OCC(=O)O	-2.5%	4%	0%	-0.22	-0.24	-0.17	0.079	0.6%	15%	39%	6%	-10%
Cc1c(CCC(=O)N[C@@H](C)C(=O)O)c(=O)oc2cc3oc4c(c3cc12)CCCC4	3.3%	21%	·	·	·	·	·	-0.2%	29%	·	-4%	6%

Assay outcomes deposited in PubChem BioAssay by several laboratories.
